12-LOX inh = ALOX12 (human) lipoxygenase inhibition; P18054; purified 12hLO, xylenol orange hydroperoxide absorbance; Potency, µM (titrated, usually from 108 µM), without a hit: at the top dose activity change, negative = inhibition, most hits filed as inhibitors; actives 1.1% (n = 580,000); AID 1671190; active = well fitted inhibition curve with a large enough effect; inconclusive = small, poorly fitted or top-dose-only effect, or another doubt; inactive = no such curve, though single readings can be large or run the other way
Target sequence (P18054 whole entry, looked up): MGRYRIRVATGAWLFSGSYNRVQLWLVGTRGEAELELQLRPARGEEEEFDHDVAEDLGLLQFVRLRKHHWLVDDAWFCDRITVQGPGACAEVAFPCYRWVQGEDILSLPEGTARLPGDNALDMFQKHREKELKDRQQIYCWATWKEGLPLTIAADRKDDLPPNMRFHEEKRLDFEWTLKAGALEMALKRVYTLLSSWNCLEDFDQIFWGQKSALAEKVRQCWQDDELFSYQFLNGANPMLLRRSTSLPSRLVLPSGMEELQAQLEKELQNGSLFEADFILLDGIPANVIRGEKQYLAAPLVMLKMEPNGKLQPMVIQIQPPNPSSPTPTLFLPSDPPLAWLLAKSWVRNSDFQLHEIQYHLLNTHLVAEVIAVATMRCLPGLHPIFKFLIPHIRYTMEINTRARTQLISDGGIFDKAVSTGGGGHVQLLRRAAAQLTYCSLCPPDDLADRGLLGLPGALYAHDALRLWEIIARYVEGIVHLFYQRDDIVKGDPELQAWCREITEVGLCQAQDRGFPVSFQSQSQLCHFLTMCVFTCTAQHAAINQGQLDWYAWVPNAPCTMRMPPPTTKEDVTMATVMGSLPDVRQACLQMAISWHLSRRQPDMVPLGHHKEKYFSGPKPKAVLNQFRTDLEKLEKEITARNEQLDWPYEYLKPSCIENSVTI
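Purified human 12hLO at 150 nM in 25 mM Hepes, 0.01% Triton X-100, pH 7.0, preincubated 15 min at room temperature with compound. Reaction started with 40 uM arachidonic acid, 30 min at room temperature. Hydroperoxide measured by Fe-xylenol orange, 573/405 nm absorbance ratio.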
* marks the source's active call; other numbers are inactive results; u = inconclusive; [ ] = dose if it differs, or a comment. % is scaled to controls: 0 for no effect and ±100 for the full control effect; potency is read from the fitted curve at half-maximal effect. This is a subset, so the mix of outcomes need not match the whole.

12-LOX inh	structure
25%[176 µM]	O[C@H]1CN[C@H](c2nc(-c3ccccn3)no2)C1
26%[176 µM]	CC(=O)N[C@H]1CO[C@H]2[C@@H]1OC[C@@H]2Nc1nccc(-c2cccc(F)c2)n1
u	CC1C=CC2C(=O)N(CC(F)(F)F)C(=O)C2C1C(=O)O (stereo not drawn)
22µM*	CCC1(N2CCN(S(=O)(=O)c3ccc4c(c3)CCCC4)CC2)CCN(C(=O)C(C)C)C1 (stereo not drawn)
80%[activator]	COCC(=O)NC[C@H]1CCN(Cc2scnc2C)C[C@H]1N(C)C
39%	CSc1ccc(NC(=O)c2cc3c(N4CCSCC4)nc(C)cn3n2)cc1
u	Cc1cc(C(=O)NC(C)c2cccc(Cl)c2)c2cnn(C(C)C)c2n1 (stereo not drawn)
-1%[12.5 µM]	CN1CCN(CC(N)C2CCCCC2)CC1 (stereo not drawn)
-18%	Cc1cc(Cl)ccc1S(=O)(=O)N1CCC(n2cnnc2C)CC1
-5%	COC[C@@H]1CN(S(=O)(=O)c2cc(F)ccc2C)C[C@H]1C(N)=O
-2%	CCOC(=O)/C=C/C(=O)OC(C)C(=O)Nc1ccc(C(N)=O)cc1 (stereo not drawn)
27%	Fc1ccc(CN2CCC3(CC2)CC(c2cccc(C(F)(F)F)c2)=NO3)cc1

(continued)
12-LOX inh	structure
u	O=C(O)C[C@@H]1CCN(C(=O)c2ccccc2)C[C@@H]1CC1=NCCc2cc(F)ccc21
-7%	COC(=O)[C@]12C[C@H](CC(=O)NCc3cccc(C(F)(F)F)c3)C(=O)N(CCc3ccc(OC)c(OC)c3)C1=C[C@H](C(C)(C)C)O[C@@H]2C
4%[176 µM]	COc1ccc(CN2C(=O)CO[C@H]3CN(c4nccc(C)n4)C[C@H]32)cc1
15%	COc1ccc2[nH]cc(CCNC(=O)C3Cn4cccc4C(=O)N3CC(C)C)c2c1 (stereo not drawn)
14%[176 µM]	C=CCNC(=O)N1CCC(O)(c2csc(CN3CCc4ccccc4C3)n2)CC1
-3%	COP(=O)(OC)c1nc(-c2ccco2)oc1NCc1ccc(C)cc1
0%	COc1cc(SC)ccc1C(=O)N[C@H]1C[C@@](O)(C(=O)N[C@H]2CCCNC2=O)C[C@@H](O)[C@@H]1O
10%	O=C(c1cccnn1)N1CCC2(CCCN(C3CCOCC3)C2=O)C1 (stereo not drawn)
3%[176 µM]	CCCNC(=O)NC[C@H]1O[C@@H]2C[C@@H](CC(=O)N3CCOCC3)O[C@@H]2[C@@H]1O
95%[activator]	Cn1c(CNC(=O)C2CCN(c3cn[nH]c(=O)c3)C2)nc2ccccc21 (stereo not drawn)
71%[activator]	COCCC(=O)N[C@@H]1CN(Cc2cccnc2)C[C@H]1CN(C)C
6%	CC(C)(C)c1ccc(C(=O)Nc2nc3c(s2)C[C@@H]2[C@](C)(CO)[C@H](O)CC[C@@]2(C)[C@@H]3CC(=O)N2CCOCC2)cc1

The listing continues:
12-LOX inh	structure
17%	O=[N+]([O-])c1ccc(F)c2ncccc12
49%[activator]	Cc1ccc(C(=O)N/N=C/c2ccc(N(C)C)cc2)cc1
19%	Cc1cccc(NC(=O)C(=O)NC2CCC(C(C)(C)C)CC2)c1 (stereo not drawn)
u	CCOC(=O)c1cc2c(C)cc(C)cc2[nH]1
u	Cc1ccc2nc(-c3cccnc3)cc(C(=O)NCc3cccs3)c2c1
27%	CN1CCN(S(=O)(=O)c2cc3cc(Br)ccc3oc2=O)CC1
-8%	CN(C(=O)CCc1c[nH]c2ccccc12)c1ccccc1
8%	CN(C)CC(=O)N1CCC(N2C(=O)C3(CCCC3)C2c2ccccc2)CC1 (stereo not drawn)
14µM*	O=C(Nc1ccc2c(c1)OCCO2)c1cc2cc(Br)ccc2[nH]1
36%[activator]	CN(C)c1ccc(C(=O)N2CCCC(Cc3noc(-c4ccncc4)n3)C2)cc1 (stereo not drawn)
8%	CSc1nc2sc3c(c2c(=O)n1-c1ccccc1)CC(C(C)C)OC3 (stereo not drawn)
-11%	COc1ccccc1NC(=O)CSc1nc2ccsc2c(=O)n1C

(more compounds)
12-LOX inh	structure
57%[activator]	COCCN1C(=O)CC[C@]2(C(=O)NC3CCCCCC3)CCCC[C@@H]12
41%[activator]	COc1ccc(-c2cc(N3CCCN(C(=O)Cc4cccc(Cl)c4)CC3)n[nH]2)cc1
22%	Cc1noc(-c2cn(C3CCCN(C(=O)c4ccc(C(C)(C)C)cc4)C3)nn2)n1 (stereo not drawn)
23%[176 µM]	O=C(c1ccncn1)N1CCC(Oc2cnc3c(ccn3-c3cncnc3)c2)CC1
4%	C[C@]1(CO)C2CC[C@@H](O)[C@@H](CC(=O)NCc3ccccc3)[C@]2(C)CC[C@H]1OC(=O)NC1CCCCC1 (stereo partly drawn)
u	CCC(C(=O)Nc1ccc(OC)c(Cl)c1)n1nc(-c2cc(C)ccc2C)ccc1=O (stereo not drawn)
73%[activator]	Cc1cnccc1NCCn1ccnc1-c1cc2n(n1)CCCNC2
-25%	CCOc1ccc(NC(=O)C2(C)CCCCC(=O)N2)cc1 (stereo not drawn)
9%	NC(Cc1ccc(O)cc1)C(=O)NN=Cc1ccccc1Cl (stereo not drawn)
-7%	COc1ccc(C2C3=C(CCCC3=O)Nc3c(C#N)cnn32)c(OC)c1 (stereo not drawn)
u	O=C(CCNc1c(-c2cccc(F)c2)nc2cnccn12)NCc1ccc(Cl)cc1
27%	COc1ccc(NC(=O)c2ccc3c(c2)N(C(=O)c2ccc(OC)cc2)CC3)cc1

A portion taken from the entries so far:
12-LOX inh	structure
22%	Cc1noc(-c2cn(C3CCCN(C(=O)c4ccc(C(C)(C)C)cc4)C3)nn2)n1 (stereo not drawn)
23%[176 µM]	O=C(c1ccncn1)N1CCC(Oc2cnc3c(ccn3-c3cncnc3)c2)CC1
4%	C[C@]1(CO)C2CC[C@@H](O)[C@@H](CC(=O)NCc3ccccc3)[C@]2(C)CC[C@H]1OC(=O)NC1CCCCC1 (stereo partly drawn)
u	CCC(C(=O)Nc1ccc(OC)c(Cl)c1)n1nc(-c2cc(C)ccc2C)ccc1=O (stereo not drawn)
73%[activator]	Cc1cnccc1NCCn1ccnc1-c1cc2n(n1)CCCNC2

Next part
12-LOX inh	structure
u	COc1ccc(NC(=O)CCc2c[nH]c3ccccc23)cc1OC
2%	CCCCSc1nc(N)cc(N2CCCC(OCc3cccnc3)C2)n1 (stereo not drawn)
7%	Cc1nc2c(c(-c3ccc(Cl)cc3)n1)CCN(C(=O)c1ccccc1F)CC2
14%	O=C(C1CC1)N(C1CCOCC1)C1CCN(S(=O)(=O)C2CC2)CC1
46%[activator]	COCCNC(=O)[C@@H]1C[C@H](Oc2cccnc2)CN1C(=O)CC1CCN(C(C)=O)CC1
u	CSC1=N/C(=C\c2ccco2)C(=O)S1
168%[activator]	CN1Cc2cccn2CC1CNC(=O)Cc1ccccc1 (stereo not drawn)
u	CNC(=O)[C@@H](c1ccc(Cl)cc1)N1CCC[C@H]1C(=O)NCCOC
19%	N#Cc1ccc(C2Nc3ccccc3C3OCCCC23)cc1 (stereo not drawn)
u	COc1ccc(Cl)cc1NC(=O)Cn1ncc2ccc(OC)c(OC)c2c1=O
17%	CCOc1ccccc1NC(=O)N1C[C@@H](F)C[C@H]1C(=O)N1CCc2ccccc2C1
u	CNC(=S)NCc1ccc(C(=O)OC)cc1

Continued:
12-LOX inh	structure
24%	Cc1cc(C)n(-c2nc3ccccc3nc2Nc2ccc(F)cc2C)n1
19%	Cc1ccc(C)c(S(=O)(=O)N2CCc3ccccc32)c1
0%	COc1ccc(C2CC(=O)C(c3cccc(C)c3)=CN2Cc2ccccc2)cc1 (stereo not drawn)
4%	CNC(=O)c1ccc(OCc2nnc(C(C)(C)C)o2)cc1
u	CN1CC(=O)N(c2ccc(Cl)cc2)Cc2c1ncnc2N1CCC(Cc2ccccc2)CC1
u	O=C(/C=C/C1=Cc2ccccc2OC1)c1cccc(O)c1
34%	Cc1cccc(NC(=O)N(C)C(c2ccc(Cl)cc2)c2nccn2C)c1 (stereo not drawn)
u	CCc1nc2cc(N3CCC(C(=O)NCc4cccnc4)CC3)cnc2nc1CC
11%	Cc1cccc(CN2CCCN(S(C)(=O)=O)C(c3ccccc3)CC(=O)NCC2)c1 (stereo not drawn)
-21%	COC(=O)c1[nH]c2ccc(F)cc2c1NC(=O)CCN1CCCC(C)(C)C1
0%	COCCn1c(SCC(=O)c2cc(C)n(C)c2C)nnc1-c1ccc(Cl)cc1
u	CN1C(=O)CCCCC1C(=O)NCC1CCN(Cc2cccc(F)c2)CC1 (stereo not drawn)

Going on with the list.
12-LOX inh	structure
-1%	CC(CNC(C)(C)CO)c1ccccc1 (stereo not drawn)
-1%	COc1cc(C(C)=O)ccc1OCC(=O)OCCOc1c(Cl)cccc1Cl
-1%	Cc1cc2nc3n(c(=O)c2n1CC(=O)Nc1ccc(C(C)C)cc1)CCCCC3
u	CCC(C)(CC(=O)O)Cc1nc2ccccc2s1 (stereo not drawn)
30%[activator]	COC[C@H]1NC(=O)CC[C@H]1C(=O)NCc1cccc(C(F)(F)F)c1
-48%	CCCNC(=O)c1cc2ccc(OC)cc2nc1C
1%	CCOC(=O)c1ccc(Oc2c(C)oc3cc(OCC)ccc3c2=O)cc1
-7%	Cc1ccc(C(=O)CC(NCCO)C(=O)O)cc1 (stereo not drawn)
u	Cc1cc(C(=O)CSc2nnnn2C2CC2)c(C)n1Cc1ccco1
5%	COc1ccc(C(=O)N2CCC3(CC2)NC(=O)N(Cc2ccc(F)cc2)C3=O)cc1
-2%	CCc1cnc(N)nc1N1CCN(c2cnccn2)CC1
42%[activator]	COc1ccc(CNC(=O)CC[C@H]2CNC(=O)[C@@H]3[C@@H](CCN3Cc3ccc(C)cc3)N2C)cc1

Later entries
12-LOX inh	structure
-2%[176 µM]	COc1ccc(Nc2cc3c(cn2)CN(CCc2ccccc2)CCN3)cn1
-30%	O=C1CCc2cc(S(=O)(=O)NCc3ccco3)cc3c2N1CCC3
-9%	Cc1cc(C)c(S(=O)(=O)N2CCN(C)CC2)cc1Br
-5%	COc1ccc(NC(=O)Cn2c(-c3ccccc3)nc(C)cc2=O)cc1
-15%	CN1CCN([C@H]2CCN(Cc3ccc(C#CCO)cc3)C[C@H]2CCC(=O)O)CC1
u	CC(Sc1ncc(-c2cccc(Br)c2)o1)C(=O)NCCc1ccccc1 (stereo not drawn)
-20%	Fc1ccc(CNCCN2CCCC2)cc1F
-2%	Cc1noc(C)c1CC(=O)N1CCCC(COc2ccccc2C(=O)NC(C)C)C1 (stereo not drawn)
8%	COc1ccc(C(=O)N2CCCC(n3cc(-c4nc(C5CC5)no4)nn3)C2)cc1OC (stereo not drawn)
4%	CCC1(CC)CCN(C(=O)CC2COc3ccc(C(=O)N(C)C)cc3N2C)C1 (stereo not drawn)
-19%	C[S+](=O)([O-])N1CCN(C(=O)N2CC3CC(C2)[C@H]2CCCC(=O)N2C3)CC1 (stereo partly drawn)
38%[activator]	COCCN1CC(CO)C2(CCN(C(=O)CC3CCN(C(C)=O)CC3)CC2)C1 (stereo not drawn)

Additional structures follow:
12-LOX inh	structure
-1%	O=C(COC(=O)CCCc1nc2ccccc2s1)NCc1ccccc1Cl
4%	O=C(CC1CCCCC1)N1CCN(C(=O)N2CC3CC(C2)[C@H]2CCCC(=O)N2C3)CC1 (stereo partly drawn)
8%[6.33 µM]	CC(=O)Nc1ccc(CN2CC(N3CCc4ccccc43)C2)cc1
36%[activator]	COc1ccccc1-n1cc(-c2ccnc(N3CC(n4cccn4)C3)n2)cn1
-4%	COc1ccc(/C=C2\Oc3cc(OS(=O)(=O)c4ccccc4)ccc3C2=O)cc1
5%[176 µM]	Cc1ccc2c(c1)N1C(=O)OC[C@@H]1CCN(Cc1cccnc1)C2
-1%	CCCCCCCCCCCCCCCC(=O)Nc1ccccc1
u	CCCNc1nc2ccccc2nc1C(=O)Nc1cc(C)ccc1C
-3%	O=C(Nc1ccc2[nH]c(=O)[nH]c2c1)c1nn(-c2ccccc2Cl)c2c1CCCC2
u	Cc1ccc(-c2nc(CS(=O)(=O)CC(=O)NCc3ccccc3C)c(C)o2)cc1
11%[176 µM]	Cc1noc2c(NCCN(C)C)cc(-c3ccc(Cl)cc3)nc12
4%	COc1ccc2[nH]c3c(c2c1)CCN(C)C31CCN(C(=O)c2nccc3ccccc23)CC1

(further entries)
12-LOX inh	structure
u	CNC(=O)C1(N2CCC[C@H]2C(=O)NCc2cccnc2)CCCCC1
-12%[176 µM]	COc1cc(CNC(=O)c2nc3nc(-c4ccccc4)c(Cl)cc3n2C)cc(OC)c1
8%[176 µM]	Cc1onc(-c2cnn(C)c2NCCc2ccccc2)c1C(=O)N1CCCC1
28%[176 µM]	COc1ccc([C@H]2C[C@@H](O)[C@@H](O)[C@@H]2NC(=O)c2ccc(OC)c(OC)c2)cc1
-17%[176 µM]	COc1ccccc1CC(=O)N1CCCc2ncc(C(=O)N(C)c3ccccc3)cc21
u	Cc1ccc(-c2cc(C(=O)OCc3ccc(-c4ccccc4)cc3)c3ccccc3n2)cc1
21%	CC1CCC2(CC1)NC(=O)N(CC(N)=O)C2=O (stereo not drawn)
15%	CCCc1c(C(=O)OCC)cnc2nc(-c3cccnc3)nn12
23%	O=C1CCN(C(=O)C2CCCC2)CCCC(C(=O)N2CCN(c3ccccn3)CC2)CCN1 (stereo not drawn)

An excerpt of these results, as a markdown table.
| Structure | 12-LOX inh |
| --- | --- |
| CC1C=CC2C(=O)N(CC(F)(F)F)C(=O)C2C1C(=O)O (stereo not drawn) | u |
| CCC1(N2CCN(S(=O)(=O)c3ccc4c(c3)CCCC4)CC2)CCN(C(=O)C(C)C)C1 (stereo not drawn) | 22µM* |
| COCC(=O)NC[C@H]1CCN(Cc2scnc2C)C[C@H]1N(C)C | 80%[activator] |
| CSc1ccc(NC(=O)c2cc3c(N4CCSCC4)nc(C)cn3n2)cc1 | 39% |
| Cc1cc(C(=O)NC(C)c2cccc(Cl)c2)c2cnn(C(C)C)c2n1 (stereo not drawn) | u |
| CN1CCN(CC(N)C2CCCCC2)CC1 (stereo not drawn) | -1%[12.5 µM] |
| Cc1cc(Cl)ccc1S(=O)(=O)N1CCC(n2cnnc2C)CC1 | -18% |

Bioassay records (PubChem)
